Screening results from PubChem BioAssay.
PglD DTNB: C. jejuni PglD acetyltransferase inhibitors, primary screen, biochemical, DTNB colorimetric, single point | UDP-N-acetylbacillosamine N-acetyltransferase PglD (Campylobacter jejuni) | purified PglD enzyme, DTNB colorimetric CoA detection | inhibition, % at 12.5 µM | 0.098% of 360,000 active | AID 602405, 2012; in the data active = inhibition above about 16%, passing the limit was not always enough; also: strong numbers were not always called active
C2C12 statin: suppressors of statin myotoxicity in C2C12 myotubes, primary screen, cell-based, single point, plate reader | 0.78% of 330,000 active | rescue of ATP level, % at 7.49 µM | C2C12 myotubes + simvastatin, ATP luminescence, 48 h; scaled: DMSO 0, geranylgeraniol control 100;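 active = mean ATP rescue above about 67%, or every replicate alone reaching that limit, limit read from the data, passing the limit was not always enough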;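 also: myotubes were challenged with 10 µM simvastatin during compound exposure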
The depositor's hits bear a star. Only part of the results is shown; the hit share may differ from the screen's.

Start of the data: the first three compounds (preview)
item	SMILES	PglD DTNB	C2C12 statin
1	Cc1csc(C(C#N)C(=O)c2ccc(S(=O)(=O)N3CCCC3)cc2)n1 (stereo unspecified)	-5	-2
2	O=C(CSC(=S)N1CCOCC1)c1cc2ccccc2oc1=O	-3	2
3	Cc1nc2nc(-c3cccnc3)nn2c(C)c1Cl	-2	-5

Main list (from the top)
item	SMILES	PglD DTNB	C2C12 statin
1	Cc1csc(C(C#N)C(=O)c2ccc(S(=O)(=O)N3CCCC3)cc2)n1 (stereo unspecified)	-5	-2
2	O=C(CSC(=S)N1CCOCC1)c1cc2ccccc2oc1=O	-3	2
3	Cc1nc2nc(-c3cccnc3)nn2c(C)c1Cl	-2	-5
4	NC(=O)C1CCN(c2ncnc3c(-c4ccccc4)nsc23)CC1	1	-5
5	COc1ccccc1NC(=O)N1CCCC1C(=O)Nc1nnc(C(C)C)s1 (stereo unspecified)	-5	-11
6	CN(C)C(=O)CCN1CCOCC1	0	1
7	CCOC(=O)C1=C(C)NC2=C(C(=O)C(C(=O)OC)C(C)C2)C1c1ccc(OC)c(O)c1 (stereo unspecified)	-2	26
8	CCOc1ccc(OCC)c(NC(=O)CN2CCN(c3cc(C)ccc3C)CC2)c1	-4	4
9	Cc1ccc2cc(COC(=O)c3ccncc3)c(=O)[nH]c2c1	7	5
10	CCOC(=O)c1sc(C)c2c(=O)n(CC(=O)c3ccc(Br)cc3)nnc12	2	-3
11	O=C(NCc1ccc(F)cc1)c1cc2c(s1)CCCC2	-3	12
12	Cn1c(=NCC(O)COc2ccccc2)sc2ccccc21 (stereo unspecified)	-6	25
13	O=C(Cc1nn[nH]n1)NCc1ccccc1Cl	-4	-2
14	COc1cc(C)c(NC(=S)Nc2ccc(C)c(Cl)c2)cc1OC	3	-5
15	Cc1cc(C)n(-c2ccc(C(=O)Nc3sccc3C(N)=O)cc2)n1	8	-2

(more compounds)
item	SMILES	PglD DTNB	C2C12 statin
16	OCC(CO)(CO)N=Cc1c(O)ccc2ccccc12	1	15
17	c1ccc(CCn2nnnc2C(c2cccnc2)N2CCN(c3ccccc3)CC2)cc1 (stereo unspecified)	2	11
18	Cc1cc(C)c2c(N=CN(C)C)c(C(=O)N3CCN(c4ncccn4)CC3)sc2n1	-7	2
19	CS(=O)(=O)N(CC(=O)NCCSc1ccc(Cl)cc1)c1ccc2c(c1)OCO2	-7	-8
20	COC(=O)C(Cc1ccc(OC(=O)c2ccc(Cl)cc2)cc1)N1Cc2ccccc2C1=O (stereo unspecified)	0	84*
21	CC(Oc1ccc(Cl)cc1Cl)C(=O)Nc1ncccn1 (stereo unspecified)	-1	14
22	Cn1nc(C(F)(F)F)c(/C=N/OC(=O)c2ccccc2)c1SCc1ccc(Cl)cc1	0	-103
23	O=C(/C(=C/c1ccc(Cl)cc1)c1nc2ccccc2[nH]1)c1ccccc1	-1	-18
24	COCCCNCC(=O)Nc1ccc(OC(F)(F)F)cc1	1	9
25	COc1ccc(C(C(=O)OCCN(C)C)c2ccccc2)cc1 (stereo unspecified)	-3	19
26	Cn1cc(C(=O)N2CCN(c3ccccn3)CC2)c(=O)c2cc(S(=O)(=O)N3CCOCC3)ccc21	2	14
27	COc1cccc(Oc2ccc(N)cc2)c1	-1	9
28	COCCn1c(-c2ccc(OC)cc2)cnc1SCC(=O)Nc1cc(C)on1	-8	1
29	CN(C)CCN1C(=O)C(=O)/C(=C(/O)c2ccc(F)cc2)C1c1ccccc1F (stereo unspecified)	-3	-1
30	Cc1cnc(C(=O)Nc2ccccc2-c2nnn(CC(=O)NC3CCCC3)n2)cn1	-4	5

New compounds follow:
item	SMILES	PglD DTNB	C2C12 statin
31	CCCCOc1ccccc1NC(=O)CSc1nnnn1C(C)(C)C	0	7
32	COCC(C)NC(=O)COc1ccc(Cl)cc1Cl (stereo unspecified)	2	5
33	Cc1c(C)n(C(=O)CN2CCN(c3ccccc3)CC2)c2ccccc12	-3	-18
34	Cc1ccc(C2C(C#N)=C(N)Oc3n[nH]c(-c4cccs4)c32)cc1 (stereo unspecified)	0	34
35	O=C(c1ccccc1)N(Cc1ccc2c(c1)OCO2)Cc1nc2ccccc2c(=O)[nH]1	0	18
36	CC(=O)Nc1ccc2c(c1)nc(CCN1CCOCC1)n2C	-2	1
37	COc1ccc(CCNC(=O)CCNS(=O)(=O)c2cccc3nsnc23)cc1OC	-3	0
38	Cc1cc(-n2c(C)cc(C(=O)CN3C(=O)NC4(CCCC4)C3=O)c2C)no1	6	1
39	CC(C)CC(NC(N)=O)C(=O)OCC(=O)NC(=O)NC1CCCC1 (stereo unspecified)	1	1
40	Cn1c(=O)n(CC(=O)N2CCN(c3nnc(-c4ccccc4)c4ccccc34)CC2)c2ccccc21	1	5
41	CCCOC(=O)Cc1c(O)c2ccccc2[nH]c1=O	-1	-3
42	Cc1ccc(C(=O)Nc2sc(C)c(-c3ccccc3)c2C(N)=O)cc1[N+](=O)[O-]	3	-35
43	COc1ccc(NC(=O)c2cncc(Br)c2)c(S(=O)(=O)N2CCOCC2)c1	-5	0
44	CSc1nccn1CC(=O)Nc1ccc(F)cc1	3	2
45	O=C(c1ccc2c(=O)n(CCc3ccccc3)c(=O)[nH]c2c1)N1CCN(c2ccccc2)CC1	0	-10

Following part
item	SMILES	PglD DTNB	C2C12 statin
46	CC1CCN(C(=S)NC2CCCCC2)CC1	-5	13
47	Clc1ccc(-n2ncc3c(NCc4cccs4)ncnc32)cc1	7	2
48	O=C(Nc1ccc(-n2nncc2-c2ccco2)cc1)c1cccc(F)c1	8	9
49	COc1cc(OC)c(/C=N/NC(=O)c2ccc([N+](=O)[O-])cc2)cc1Br	4	2
50	CCc1ccc(OCCNC(=O)c2ccccc2SCc2ccc(F)cc2)cc1	-2	17
51	Cc1c(C(=O)O)oc2ccc(S(=O)(=O)NCc3ccc4c(c3)OCO4)cc12	7	5
52	CCC(NC(=O)C1(C)CC1(Br)Br)c1ccc(C)cc1 (stereo unspecified)	0	-13
53	CCCNc1cc(=O)n(C)c(=O)n1C	4	-3
54	CCCCS(=O)(=O)Nc1ccc(Cc2ccncc2)cc1	-1	-14
55	COc1ccc(OC)c(/C=N/NC(=O)CSc2nnc(C)n2-c2ccccc2)c1	-5	12
56	CC1=Nn2c(nnc2-c2ccccc2)SC1	3	12
57	COCCNC(=O)c1ccc2c(c1)nc(C)n2-c1cc(OC)c(OC)c(OC)c1	-1	-2
58	CCOC(=O)c1cccc(NC(=O)CSc2nc3ccccc3c(=O)n2CC)c1	-5	4
59	Cc1ccsc1C1NC(=O)c2c(sc3c2CCCC3)N1 (stereo unspecified)	4	20
60	CC(C)C(C(=O)NCc1ccco1)N(C(=O)CNS(=O)(=O)c1ccc(Cl)cc1)C1CCCC1 (stereo unspecified)	2	0

Remaining list, next part
item	SMILES	PglD DTNB	C2C12 statin
61	Cn1nnnc1SCC(=O)Nc1c(Cl)cccc1Cl	-5	0
62	O=C(Nc1ccc2nsnc2c1)N1CCCCC1	-1	6
63	CC(=O)Nc1ccc(OC(=O)c2cccs2)cc1	1	-69
64	Cc1nnc(SCC(=O)N2CC(=O)Nc3ccccc32)n1-c1ccccc1	3	6
65	CC(C)(C)C(=O)Nc1ccc2c(c1)-c1cc(NC(=O)C(C)(C)C)ccc1C2	6	-96
66	CCOc1nc(-c2ccc(OC)cc2)ccc1-c1noc(-c2cc(OC)c(OC)c(OC)c2)n1	4	-26
67	NS(=O)(=O)c1ccc(CCNC(=O)[C@@H]2CCCN2S(=O)(=O)c2ccccc2F)cc1	0	0
68	COC(=O)c1cccc(NC(=O)CN2CCC(NC(=O)c3cc(OC)c(OC)c(OC)c3)CC2)c1	2	0
69	CN(Cc1cc2ccccc2[nH]c1=O)S(=O)(=O)c1ccccc1	-6	0
70	CCOc1ccc(NC(=O)C(CC)NC(=O)c2ccccc2CO)cc1 (stereo unspecified)	3	-5
71	COc1ccc(C(=O)/C=C/Nc2c(C)n(C)n(-c3ccccc3)c2=O)cc1OC	-21	-4
72	N#Cc1ccc(-n2c(-c3ccccc3)nnc2-c2ccccc2)cc1C#N	1	35
73	CC1(C)Cc2ccccc2C2CC(O)C(=O)N21 (stereo unspecified)	-4	-7
74	O=c1c2ccccc2nc(-c2ccccc2)n1CCCN1CCOCC1	-4	0
75	O=C(COC(=O)COc1ccccc1Cl)Nc1ccccc1OC(F)F	8	4

Later entries
item	SMILES	PglD DTNB	C2C12 statin
76	COc1ccc(C(=O)c2sc(Nc3cccc(OC)c3)c(C(=O)Nc3cccc(C)c3C)c2N)cc1	4	-29
77	O=[N+]([O-])c1cc(/C=N/O)ccc1SCc1ccccc1Cl	-1	10
78	CC1CCN(S(=O)(=O)c2ccc3c(c2)c(=O)c(C(=O)NC2CCCC2)cn3C)CC1	4	3
79	c1ccc(Cc2cc(-c3ccccc3)on2)cc1	-1	5
80	CCCCN(CC)CCCNC(=O)c1cc2cc3ccc(OC)cc3nc2o1	1	6
81	CCN(c1ccc(OC)cc1)S(=O)(=O)c1nnc(NC(=O)c2ccc(C)cc2)s1	2	-6
82	Cc1ccc(C)c(S(=O)(=O)N2C(=S)NC(=O)C2C(C)C)c1 (stereo unspecified)	-3	-3
83	CCCn1c(CCC(=O)O)ccc1-c1ccc(F)cc1	4	3
84	CN(CC(=O)Nc1ccccc1Br)Cc1nc2ccccc2c(=O)[nH]1	-11	-4
85	Cc1ccc(C2=N/C(=C\N3CCCCC3)C(=O)O2)cc1	-2	-4
86	O=S(=O)(CCc1nc2ccccc2o1)c1ccc(Cl)cc1	-1	1
87	CCN(CC)CCN1C(=O)C(=O)/C(=C(/O)c2ccc(OC(C)C)cc2)C1c1ccncc1 (stereo unspecified)	-1	11
88	CCOC(=O)N1CCN(C(=O)CCc2c(C)nc3nc(C)nn3c2C)CC1	-5	-4
89	COc1ccc(C)cc1S(=O)(=O)N1c2ccccc2CC1C (stereo unspecified)	6	0
90	O=C(CN(c1ccccc1)S(=O)(=O)c1ccccc1)NCCSc1nc2ccccc2s1	-1	11

The list goes on.
item	SMILES	PglD DTNB	C2C12 statin
91	CC(Nc1cc(=O)n(C)c(=O)[nH]1)c1ccccc1 (stereo unspecified)	13	-8
92	CCCCN1CC(O)=C(c2nc3ccccc3[nH]2)C1=N	5	-38
93	CCS(=O)(=O)n1nc(NCc2cccc(OC)c2)nc1NCc1cccc(OC)c1	0	-8
94	Cc1cccc(NC(=O)c2nc(-c3ccccc3)n(-c3ccccc3)n2)c1C	-1	-8
95	COc1cccc(-n2nnc3c(=O)n(CC(=O)N4CCC(Cc5ccccc5)CC4)cnc32)c1	3	28
96	CC1CCN(c2nc3c(c(=O)n(C)c(=O)n3C)n2CCSc2nc3ccccc3s2)CC1	-3	-7
97	C/C=C/Cn1c(SCc2ccc(C)cc2)nc2c1c(=O)[nH]c(=O)n2C	-1	38
98	CCOc1ccc(CCNC(=O)CSc2cc(=O)n(C)c3cc(Cl)ccc23)cc1OCC	-1	0
99	Cc1c(C(=O)N2CCc3ccccc32)oc2c1C(=O)CC(C)(C)C2	3	112*
100	COc1ccc(C2C(C(=O)OCC(=O)N3CCCCC3)CCC(=O)N2c2ccc(OC)cc2)cc1 (stereo unspecified)	-3	3
101	COc1ccccc1N1CCN(C(=O)C2CC=CCC2C(=O)O)CC1 (stereo unspecified)	2	-9
102	COc1ccc(Oc2nc(Oc3ccc(OC)cc3)nc(Oc3ccc(OC)cc3)n2)cc1	-2	-2
103	O=C(NCCN1C(=O)CSC1=O)c1ccccc1	-4	0
104	CCOC(=O)CCCSc1nc2sc3c(c2c(=O)[nH]1)CCC3	1	5
105	CN(C)S(=O)(=O)c1ccc(C(=O)Nc2ccc(OCC(=O)N3CCOCC3)cc2)cc1	-5	-2

Given with each value named: entries from further up.
98) CCOc1ccc(CCNC(=O)CSc2cc(=O)n(C)c3cc(Cl)ccc23)cc1OCC
  PglD DTNB = -1 | C2C12 statin = 0
99) Cc1c(C(=O)N2CCc3ccccc32)oc2c1C(=O)CC(C)(C)C2
  PglD DTNB = 3 | C2C12 statin = 112*
100) COc1ccc(C2C(C(=O)OCC(=O)N3CCCCC3)CCC(=O)N2c2ccc(OC)cc2)cc1 (stereo unspecified)
  PglD DTNB = -3 | C2C12 statin = 3

Next records follow:
item	SMILES	PglD DTNB	C2C12 statin
106	CCCc1cc(=O)[nH]c(SCC)n1	2	16
107	COCCn1c(N)c(C#N)c2nc3ccccc3nc21	0	8
108	Cc1cc(C)nc(N2CCN(CC(=O)NCc3ccccc3)CC2)n1	-3	14
109	COc1ccc(OC)c(-n2cnc3cc(C(=O)NCCCN4CCOCC4)ccc32)c1	-4	-11
110	NC1=NC(=Nc2ccccc2)c2ccccc21	-11	134*
111	CCOC(=O)c1sc(=S)n(-c2ccc(Cl)cc2)c1SC	0	105*
112	C#CCOCCOCCOCCNc1nc(N2CCN(C(=O)CCCCCCCCCCNC(=O)[C@@H](CCC(=O)O)n3cc(CCCCCN)nn3)CC2)nc(N2CCN(C(=O)CCCCCCCCCCNC(=O)[C@H](CO)n3cc(CCCSC)nn3)CC2)n1	-2	3
113	Cc1ccc(C(=O)COC(=O)C2CCC2)cc1	9	-6
114	CC(C)OC(=O)C(C(=O)C(F)(F)F)c1cc(NS(=O)(=O)c2ccc3ccccc3c2)c2ccccc2c1O (stereo unspecified)	0	5
115	CCOC(=O)c1oc2ccccc2c1NC(=O)c1cccc(OC)c1	6	-20
116	CCCCc1nnc(NC(=O)CSc2nc(=O)cc(N)n2-c2ccccc2)s1	0	-15
117	CC(=O)OCCN(Cc1ccccc1)Cc1ccc2c(c1)OCO2	8	7
118	COc1ccc(CC(NC(C)=O)C(=O)NC2CCN(C(=O)NCc3ccccc3)CC2)cc1OC (stereo unspecified)	-2	-1
119	Cc1cc(C(F)(F)F)c(C#N)c(SCC(=O)NC(C)(C)C)n1	4	1
120	Cc1cccc(C)c1OC1(c2ccccc2)OC(=O)c2ccccc21 (stereo unspecified)	4	-36
121	O=C(c1cccs1)N1CCN=C1SCc1cccnc1	2	-16
122	COc1cccc(NC(=O)NCCCN2CCN(c3ccc(F)cc3)CC2)c1	0	-11
